Myeloid diff MLP – promotes myeloid progenitor differentiation; ER-HoxA9 myeloid progenitors, lysozyme-GFP differentiation, flow cytometry; calls only at 10 µM; 360,000 tested, 1% active; AID 624256;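 active = normalized GFP-positive differentiation at or above the plate's own cutoff, the solvent-only control mean plus 3 SD; inconclusive = no clear call, values can overlap the other calls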;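 note: cells exposed to compound for four days before flow analysis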
T cell HTS – T cell immune modulators affecting CD8 T cell-vesicle binding; 2C CD8+ T cell-vesicle binding, flow cytometry; stronger effect = lower value; calls only at 7 µM; 330,000 tested, 0.068% active; AID 2052;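 active = response, share of CD8 T cells binding vesicles, and their 90th percentile fluorescence all below set limits, cut at about 80% in these data, passing the limit was not always enough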
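material = purified 2C TCR transgenic mouse naive CD8+ T cells | controls = Unloaded micro-vesicles (low), QL9 vesicles with 0.7% DMSO (high) | detection = cytometric PE anti-B7-1 and Alexa647 anti-CD8 signals after 1% paraformaldehyde fixation | incubation = binding step 1.5 h, 37 °C, antibody labelling 20 min, ice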
b-catenin transl – alters nuclear translocation of beta-catenin in HeLa cells; immunofluorescence imaging; nuclear translocation activity, % at 5 µM; 190,000 tested, 0.3% active;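 active = nuclear translocation activity above 50% at 5 µM, with a well cell count of 50 or more; inconclusive = wells under 50 cells across six images, flagged as toxic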;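 note: per-cell ratio of nuclear to cytoplasmic median beta-catenin stain intensity; plate controls were DMSO negative control for no effect and GSK-3 inhibitor IX positive control for full effect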
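test system = HeLa cells, endogenous beta-catenin | dosing = single 5 µM dose plus 0.02–20 µM confirmation series | times = compound treatment 24 h, 37°C, 5% CO2 | technique = beta-catenin immunofluorescence imaging with DAPI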
Salmonella PhoP GFP – inhibitors of PhoP regulon expression, primary screen, Salmonella Typhimurium, GFP reporter (AID 1863); S. Typhimurium PhoP-regulated promoter GFP reporter, 4 h; higher % means a stronger effect; inhibition, % at 50 µM, or IC50 in µM where a hit was titrated; 300,000 tested, 0.16% active;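 active = inhibition over 29.93%, a cutoff 3 SD above the screen mean, later confirmed by dose response; inconclusive = inhibition over 29.93% but no dose response follow-up; inactive = inhibition at most 29.93% or unconfirmed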;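 note: 0% = low Mg2+ inducing control and 100% = high Mg2+ repressing control; strong numbers were not always called active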
SV40 large T antigen – TAg ATPase/helicase activity blockers – biochemical (AID 1903). SV40 large T antigen ATPase/helicase inhibition assay; higher % means a stronger effect. inhibition, % at 20 µM; hits with a dose series show IC50 in µM. 310,000 tested, 0.39% active; in the data active = a potency from the dose series; inconclusive = inhibition mostly from about 32% at the one dose, without a potency; inactive = the rest, 99 in 100 with inhibition below about 32%; note: strong numbers were not always called active
WT yeast gro inh – growth inhibition of WT yeast, mitochondrial fusion screen. inhibition, % at 10 µM. 190,000 tested, 2.1% active. mitochondrial fusion phenotypic screen, WT strain; in the data active = inhibition above about 58%; tested in S. cerevisiae
West Nile antiviral – West Nile virus antiviral activity, cell-based, CPE readout (AID 1621). West Nile virus-infected cells, CPE inhibition; higher % means a stronger effect. 290,000 tested, 0.02% active. one-dose CPE inhibition, % at 10 µM; IC50 in µM for titrated hits; in the data active = a potency from the dose series; inconclusive = CPE inhibition mostly from about 3.7% at the one dose, without a potency; inactive = the rest, 99 in 100 with CPE inhibition below about 2.2%; note: strong numbers were not always called active
RSV antiviral HEp-2 – inhibition of RSV-induced cytopathic effect – HEp-2 cells, primary 10 µM value included (AID 2391); HEp-2 cells, RSV-induced CPE inhibition; higher % means a stronger effect; CPE inhibition, % at 10 µM; hits with a dose series show IC50 in µM; 310,000 tested, 0.13% active; in the data active = a potency from the dose series; inconclusive = CPE inhibition mostly from about 23% at the one dose, without a potency; inactive = the rest, 99 in 100 with CPE inhibition below about 21%; note: strong numbers were not always called active
Rac1 GTP hydrolysis – MgcRacGAP GTPase-activating activity inhibitors, confirmation, biochemical, ADP Hunter fluorescence. MgcRacGAP-stimulated Rac1 GTP hydrolysis, ADP Hunter fluorescence; higher % means a stronger effect; GST-tagged Rac1 F28L mutant substrate. inhibition, % at 30 µM; hits with a dose series show IC50 in µM. 340,000 tested, 0.6% active;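 active = first-screen hits whose inhibition reached a set limit at any dose in the follow-up dose series; inconclusive = inhibition above the set first-screen limit but never retested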;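 note: fluorescence reports GDP produced by GAP-driven GTP hydrolysis; strong numbers were not always called active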
WT yeast gro inh mutant strain – further read-out of WT yeast gro inh, marked with its call; inhibition, %; mitochondrial fusion phenotypic screen, mutant strain inhibition
b-catenin transl cell count 5 µM – second read-out of b-catenin transl, no call of its own (marks repeat the call); cell count; measured here: cell count, cytotoxicity flag
T cell HTS vesicle-bound % – further read-out of T cell HTS, marked with its call; double positive events, %; measured here: CD8+ vesicle-bound cell fraction;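 binding gate set so that unloaded-vesicle control wells show 10% double positive cells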
Myeloid diff MLP GFP+ MAC1+ % – recorded beside Myeloid diff MLP, whose call it bears; GFP+ MAC1+ double positive, %; measured here: differentiation confirmed by MAC1 staining
Starred values were filed as active, the others as inactive; i = inactive; ? = inconclusive; / = no result given; & = joins results of further samples.

SMILES	Myeloid diff MLP	Myeloid diff MLP GFP+ MAC1+ %	T cell HTS	T cell HTS vesicle-bound %	b-catenin transl	b-catenin transl cell count 5 µM	Salmonella PhoP GFP	SV40 large T antigen	WT yeast gro inh	WT yeast gro inh mutant strain	West Nile antiviral	RSV antiviral HEp-2	Rac1 GTP hydrolysis
CN[C@@H]1C[C@@H](c2ccc(Cl)c(Cl)c2)c2ccccc21	/	/	i	30	-0.2	955	12%&0%	15%&-4%	53	53	?	?	/
COC(=O)C1=C(c2c(C)noc2C)C[C@@H]2CC[C@H]1N2C(=O)NCCCOC(C)C	i	0.6	i	41	/	/	/	/	/	/	/	1.1%	5%
CN1C(=O)C(=Cc2ccccc2Oc2ccc(Cl)cc2)C(=O)N(C)C1=O	i	2.5	i	49	-0.2	1053	4%	24%	-5	9	-0.3%	2.5%	-5%
CCCCC(=O)N/N=C/c1c(O)n(CC)c(=S)[nH]c1=O	i	0.3	i	48	-2.1	566	-3%	-1%	-2	7	0.2%	0.7%	15%
CN(C)CC#CCOCCOCCC#N	i	0.8	i	30	-0.9	1136	1%	18%	-6	3	0.3%	-0.6%	10%
COc1c(C)cc(C(=O)C2CCCN(Cc3cccc(C)n3)C2)cc1C (stereo not drawn)	i	0.5	i	54	1.0	1553	10%	7%	22	18	-2.1%	-0.1%	-3%
COC(=O)C1=C(c2ccc(OC(F)(F)F)cc2)C[C@@H]2CC[C@H]1N2C(=O)NC1CCCCC1	i	5.5	i	19	/	/	/	/	/	/	/	0.2%	-1%
CC(=NCCCN1CCOCC1)c1c(O)[nH]c(=O)[nH]c1=O	i	0.8	i	46	0.9	1037	-6%	2%	9	17	0.4%	0.9%	4%
CC1CCN(C(=O)CCl)CC1	i	0.3	i	64	-0.6	539	-3%	7%	1	-23	0.2%	-0.2%	12%
C/C(=N\N1CCCCCC1)c1c(O)n(-c2ccc(C)cc2)c(=O)[nH]c1=O	i	0.1	i	48	-2.8	1062	-18%	9%	5	2	-0.8%	0.8%	-4%
CC(=NCCN1CCCCC1)c1c(O)n(Cc2ccccc2)c(=O)[nH]c1=O	i	0.2	i	10	-1.4	1212	-10%	10%	15	16	/	0.8%	5%
COC(=O)C1=C(c2ccc(F)cc2OCc2ccccc2)C[C@@H]2CC[C@H]1N2C(=O)NCCc1ccc(F)cc1	i	0.5	i	28	/	/	/	/	/	/	/	1.7%	11%
COc1ccc(N2C(=O)NC(=O)/C(=C\c3ccccc3[N+](=O)[O-])C2=O)cc1	i	0.1	i	2	-0.4	1058	1%	2%	13	17	-0.1%	-0.7%	14%
Cc1nc2ccccc2c(=O)n1-c1ccc(Cl)cc1[N+](=O)[O-]	i	0.1	i	27	2.6	924	-10%	35%	1	-1	-0.2%	1.1%	3%
Cc1ccccc1C(O)(Cc1ccccc1)C1CN2CCC1CC2 (stereo not drawn)	i	0.8	i	58	/	/	13%	3%	-5	-1	0.6%	-0.7%	2%

Rewritten as comma-separated lines: entries from further up
structure,Myeloid diff MLP,Myeloid diff MLP GFP+ MAC1+ %,T cell HTS,T cell HTS vesicle-bound %,b-catenin transl,b-catenin transl cell count 5 µM,Salmonella PhoP GFP,SV40 large T antigen,WT yeast gro inh,WT yeast gro inh mutant strain,West Nile antiviral,RSV antiviral HEp-2,Rac1 GTP hydrolysis
Cc1nc2ccccc2c(=O)n1-c1ccc(Cl)cc1[N+](=O)[O-],i,0.1,i,27,2.6,924,-10%,35%,1,-1,-0.2%,1.1%,3%
Cc1ccccc1C(O)(Cc1ccccc1)C1CN2CCC1CC2 (stereo not drawn),i,0.8,i,58,/,/,13%,3%,-5,-1,0.6%,-0.7%,2%

Remaining list, next part:
SMILES	Myeloid diff MLP	Myeloid diff MLP GFP+ MAC1+ %	T cell HTS	T cell HTS vesicle-bound %	b-catenin transl	b-catenin transl cell count 5 µM	Salmonella PhoP GFP	SV40 large T antigen	WT yeast gro inh	WT yeast gro inh mutant strain	West Nile antiviral	RSV antiviral HEp-2	Rac1 GTP hydrolysis
Cc1cccc(NC(=S)N2CC3CC(C2)c2cccc(=O)n2C3)c1C (stereo not drawn)	i	0.9	i	49	-0.2	1056	0%	16%	-3	4	0.6%	1.8%	1%
Cc1ccc(NC(=O)c2cn(CCC#N)nc2-c2ccc3c(c2)OCCO3)c([N+](=O)[O-])c1	i	0.3	i	43	-0.3	1151	-12%	14%	4	-17	/	1.8%	8%
CN1CCc2cccc(Cl)c2CC1	i	2.6	i	48	/	/	-8%	8%	/	/	/	-0.7%	2%
CCOC(=O)c1c(-c2ccc(OC)cc2)oc2ccc(OC(=O)N(C)C)cc12	i	0.4	i	31	-1.3	1027	-9%	16%	9	17	0.6%	18%	7%
COc1cccc(CN2CCCCC2c2cccnc2)c1 (stereo not drawn)	i	0.1	i	36	-6.0	865	-2%	13%	-11	-2	-0.1%	-0.5%	4%
O=C(O)c1nn(Cc2ccc(Cl)cc2Cl)c2ccccc12	i	1.5	i	16	-0.6	1136	-9%	13%	-16	5	-0.1%	-2.0%	6%
O=C(Nc1ccc2c(c1)OCO2)c1cn(Cc2ccc(F)cc2)nn1	i	0.0	i	48	4.4	1434	4%	-6%	19	-5	-0.1%	0.3%	9%
CCOc1ccc(C(=O)OC2CC3CCC(C2)N3C)cc1 (stereo not drawn)	i	0.2	i	61	1.3	993	4%	-19%	13	14	0.2%	-0.9%	0%
CCCN1CCC(NC2CCC(O)CC2)CC1 (stereo not drawn)	/	/	i	59	/	/	1%	4%	/	/	-0.5%	0.6%	7%
Nc1c2c(nc3sc4c(c13)CCCC4)CCCCC2	/	/	i	23	1.0	1016	3%	17%	-3	3	-0.5%	/	7%
CC1CN(CCc2ccccc2)CC(C)O1 (stereo not drawn)	i	8.2	i	66	-0.3	1293	-1%	0%	0	12	-0.2%	1.2%	10%
c1ccc(Cn2ccnc2)cc1	i	1.3	i	33	/	/	2%	13%	1	-8	0.5%	0.0%	1%
COc1cc(C(O)CN)ccc1O (stereo not drawn)	i	1.6	i	60	/	/	9%	9%	/	/	/	-0.4%	6%
COc1ccccc1CCNCc1ccc(OC)c(OC)c1OC	i	0.7	i	8	-0.5	1515	-9%	7%	-14	2	-0.3%	3.2%	?
O=C1c2ccccc2C(=O)N1Cc1nc2ccccc2c(=O)n1-c1cccnc1	i	0.6	i	46	/	/	4%	6%	-7	-15	0.3%	0.7%	8%
CC1=NN(c2ccccc2)C(=O)/C1=C/c1c(O)[nH]c(=O)[nH]c1=O	i	0.2	i	63	-2.5	1114	-3%	0%	3	17	1.6%	-0.4%	5%
Cc1cc(C=C2C(=O)NC(=O)NC2=O)c(C)n1-c1ccncc1	i	0.2	i	32	-2.5	1067	3%	16%	0	-7	0.3%	2.4%	26%
O=C(COc1ccc(Br)cc1)N1CCN(Cc2ccc3c(c2)OCO3)CC1	i	0.6	i	27	/	/	2%	7%	/	/	-1.8%	7.6%	20%
CCC(C(=O)N1CCC2(CC1)OCCO2)n1c2ccccc2c2nc(=O)cc(C)n21 (stereo not drawn)	i	0.5	i	32	/	/	4%	5%	/	/	0.4%	/	4%
COC(=O)C1=C(c2cccc(OCc3ccccc3)c2)C[C@@H]2CC[C@H]1N2C(=O)NCCCc1ccccc1	i	2.6	i	25	/	/	/	/	/	/	/	1.5%	10%
Cc1ccc(OCC(=O)N2CCN(C)CC2)c(Br)c1	i	1.0	i	19	-2.1	1181	7%	7%	0	-12	0.0%	0.6%	1%
CC1C(C)N1CC(O)Cn1ccnc1[N+](=O)[O-] (stereo not drawn)	i	0.3	i	24	0.7	1270	0%	2%	/	/	0.3%	-1.1%	6%
COc1nc2ccccc2nc1N1CCN(C)CC1	i	1.0	i	25	/	/	4%	3%	/	/	0.6%	0.6%	8%
O=C1/C(=C/c2ccncc2)N2CCC1CC2	i	0.5	i	40	/	/	-2%	14%	-16	-3	-0.1%	0.2%	-14%
O=C(c1ccc(CNS(=O)(=O)c2ccc(Br)cc2)cc1)N1CCC2(CC1)OCCO2	i	0.4	i	21	-2.0	587	4%	12%	3	11	-1.1%	-1.3%	3%
CC(=O)Nc1ccccc1C(=O)OCC(=O)Nc1ncccn1	i	0.5	i	19	/	/	-5%	8%	/	/	0.2%	1.5%	3%
N#Cc1cc(F)c(N2CCNCC2)cc1Cl	i	0.5	i	14	-0.2	1173	-7%	1%	-1	0	0.0%	-0.4%	6%
O=c1c2ccccc2nc(-c2ccccc2Cl)n1-c1cccc(O)c1	i	0.5	i	37	/	/	0%	24%	/	/	-0.2%	0.6%	3%
COc1cccc(-c2nc(CS(=O)CC(=O)N3CCC4(CC3)OCCO4)c(C)o2)c1 (stereo not drawn)	i	0.7	i	41	-1.0	1428	5%	11%	-1	3	/	7.3%	10%
CCCC[N+]12CCC(CC1)C(C(O)(c1ccccc1)c1ccccc1)C2 (stereo not drawn)	i	0.6	i	12	-0.2	1340	-11%	6%	/	/	-0.1%	/	3%
O=C(Cc1ccccc1)N1CCN(CCCc2ccccc2)CC1	i	0.5	i	54	/	/	1%	9%	/	/	-1.0%	0.9%	29%

Only Myeloid diff MLP GFP+ MAC1+ %, T cell HTS and Rac1 GTP hydrolysis, for seven of the compounds above:
| structure | Myeloid diff MLP GFP+ MAC1+ % | T cell HTS | Rac1 GTP hydrolysis |
| --- | --- | --- | --- |
| COc1cccc(-c2nc(CS(=O)CC(=O)N3CCC4(CC3)OCCO4)c(C)o2)c1 (stereo not drawn) | 0.7 | i | 10% |
| N#Cc1cc(F)c(N2CCNCC2)cc1Cl | 0.5 | i | 6% |
| O=C1/C(=C/c2ccncc2)N2CCC1CC2 | 0.5 | i | -14% |
| CCCC[N+]12CCC(CC1)C(C(O)(c1ccccc1)c1ccccc1)C2 (stereo not drawn) | 0.6 | i | 3% |
| O=C(c1ccc(CNS(=O)(=O)c2ccc(Br)cc2)cc1)N1CCC2(CC1)OCCO2 | 0.4 | i | 3% |
| COc1nc2ccccc2nc1N1CCN(C)CC1 | 1.0 | i | 8% |
| O=C(COc1ccc(Br)cc1)N1CCN(Cc2ccc3c(c2)OCO3)CC1 | 0.6 | i | 20% |

Screens from PubChem.

This is a subset; the hit share may differ from the screen's.
